Source: PubChem
SENP1 FRET inh: SENP1 (human) catalytic domain inhibition; Q9P0U3; recombinant SENP1 catalytic domain, CyPet-SUMO1-YPet FRET cleavage; inhibition, % at 10 µM; actives 0.21% (n = 360,000); AID 624204;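 active = inhibition at least 30% at 10 µM, raw YFP signal under a set limit, fluorescence ratio 0.5 to 1.5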;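 also: 0% = enzyme with DMSO and 100% = no enzyme wells; some results filed as inactive read as strong as hits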
Target sequence (Q9P0U3 419-644 limits assumed): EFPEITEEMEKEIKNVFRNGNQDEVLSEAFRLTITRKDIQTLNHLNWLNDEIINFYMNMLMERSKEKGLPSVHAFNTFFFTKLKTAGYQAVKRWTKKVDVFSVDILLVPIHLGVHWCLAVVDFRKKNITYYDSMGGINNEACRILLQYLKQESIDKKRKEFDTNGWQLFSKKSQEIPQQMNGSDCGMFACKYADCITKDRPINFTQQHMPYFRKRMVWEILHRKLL
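Test system: hSENP1 catalytic domain, recombinant; Amount: 20 pM final SENP1 enzyme; Medium: Tris pH 8 buffer plus EDTA, NaCl, BME, BSA, NP40, catalase; Schedule: 50 min enzyme reaction, room temperature, light-protected; Technique: FRET fluorescence in CFP and YFP emission channels; Controls: no-enzyme wells low, DMSO-plus-enzyme wells high control.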
UBC13 inh: human UBC13 polyubiquitination inhibition; UBC13 polyubiquitin chain formation, TR-FRET; P61088; inhibition, % at 20 µM; actives 0.47% (n = 330,000); in the data active = inhibition above about 45%, passing the limit was not always enough
Target sequence (P61088 whole entry, looked up): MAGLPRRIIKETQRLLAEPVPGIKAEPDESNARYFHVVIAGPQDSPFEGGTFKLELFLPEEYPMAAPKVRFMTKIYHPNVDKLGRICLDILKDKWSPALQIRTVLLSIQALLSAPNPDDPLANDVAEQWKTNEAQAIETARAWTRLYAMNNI
SENP8 block-1: blocks human SENP8 cleavage of Nedd8 substrate | Q96LD8 | recombinant SENP8, Nedd8 substrate fluorescence | inhibition, % at 20 µM | actives 0.64% (n = 360,000) | AID 602440; in the data active = inhibition mostly above about 40%, no sharp cut-off; inactive = mostly below about 27%
Target sequence (Q96LD8 whole entry, looked up): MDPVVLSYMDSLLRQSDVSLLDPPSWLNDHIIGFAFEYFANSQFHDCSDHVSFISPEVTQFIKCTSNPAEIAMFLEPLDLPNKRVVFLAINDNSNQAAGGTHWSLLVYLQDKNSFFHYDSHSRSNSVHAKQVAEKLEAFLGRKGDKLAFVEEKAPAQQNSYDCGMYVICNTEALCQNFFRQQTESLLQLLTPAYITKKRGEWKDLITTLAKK
SENP8 block-2: SENP8 protease inhibition | Q96LD8 | purified SENP8, Z-RLRGG-aminoluciferin cleavage, luminescence | inhibition, % at 10 µM | actives 1.2% (n = 330,000) | AID 2540; in the data active = inhibition above about 50%
Apaf-1 inh: inhibitors of human Apaf-1 apoptosome. O14727. reconstituted apoptosome caspase-3 activity, DEVD-Rh110 fluorescence. inhibition, % at 20 µM. actives 0.71% (n = 330,000); active = inhibition of at least 40% at 20 µM;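 also: plate controls were DMSO wells for no effect and DEVD-CHO caspase inhibitor wells for full effect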
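Assay system: Apoptosome proteins | Medium: pH 7.5 Hepes buffer with CHAPS, BSA, DTT | Also added: Cytochrome c and DEVD-Rh110 substrate | Times: 30 min plus 50 min, RT | Detection: Rhodamine 110 fluorescence at Ex 480/Em 540 nm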
SENP6 block: SENP6 protease inhibition. AID 2599. actives 1.8% (n = 330,000). Q9GZR1. inhibition, % at 10 µM. Recombinant SENP6 catalytic domain, aminoluciferin luminescence;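 active = inhibition above about 50% at the single tested dose, limit read from the data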;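 also: plate controls were DMSO wells with enzyme for no effect and DMSO wells lacking enzyme for full effect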
A3G deaminase: blocks human APOBEC3G single-stranded DNA deamination | Q9HC16 | recombinant A3G, ssDNA deamination FAM/TAMRA fluorescence | inhibition, % at 20 µM | actives 0.28% (n = 330,000) | AID 493012;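 active = inhibition of at least 40% at 20 µM, with no more than 30% in the related APOBEC3A deaminase screen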;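 also: plate controls were DMSO wells with A3G for no effect and wells lacking A3G enzyme for full effect; some compounds called inactive have numbers as strong as hits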
Target sequence (Q9HC16 whole entry, looked up): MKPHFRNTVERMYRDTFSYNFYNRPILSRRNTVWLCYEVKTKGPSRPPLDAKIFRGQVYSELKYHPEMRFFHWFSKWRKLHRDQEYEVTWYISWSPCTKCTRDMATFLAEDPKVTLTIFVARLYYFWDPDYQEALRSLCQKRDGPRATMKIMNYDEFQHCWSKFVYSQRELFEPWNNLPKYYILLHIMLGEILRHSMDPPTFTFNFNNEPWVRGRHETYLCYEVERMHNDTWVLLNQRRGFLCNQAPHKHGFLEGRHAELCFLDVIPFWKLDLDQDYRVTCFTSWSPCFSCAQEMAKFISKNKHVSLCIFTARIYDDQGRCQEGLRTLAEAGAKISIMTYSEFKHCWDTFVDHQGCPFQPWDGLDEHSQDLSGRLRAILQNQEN
SENP7 block: inhibitors of human SENP7 protease; recombinant SENP7, Z-RLRGG-aminoluciferin luminescence, 40 min; inhibition, % at 5 µM; actives 1.5% (n = 330,000); AID 434973;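 active = inhibition above about 50% at the single test dose, limit read from the data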;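 also: plate controls were DMSO with enzyme for no effect and no enzyme buffer wells for full effect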
An asterisk follows results filed as active; . = no result given.

SMILES	SENP1 FRET inh	UBC13 inh	SENP8 block-1	SENP8 block-2	Apaf-1 inh	SENP6 block	A3G deaminase	SENP7 block
CC1(C)CC(=O)C(N=Nc2ccc(S(=O)(=O)N3CCOCC3)cc2)=C(O)C1	-3	-5	5	2	-1	9	1	8
CN(CC(=O)Nc1ccc(N2CCOCC2)cc1)CC(=O)Nc1ccc(N2CCOCC2)cc1	4	2	33	3	-8	-6	0	0
COc1ccccc1N(C)S(=O)(=O)c1ccc(C(=O)NC(C)(C)C)cc1	0	0	18	5	-5	3	-5	1
CCOC(=O)CSc1nnc([C@@H](NC(=O)OC(C)(C)C)C(C)C)o1	2	-1	18	-17	8	-10	-5	-9
CCOC(=O)CC1=C(C(=O)OCC)C(c2ccc(OC)c(OC)c2)C(C#N)=C(N)O1 (stereo not drawn)	-9	-4	-35	-3	-5	-3	-6	2
N#Cc1c(SCC(=O)Nc2nc3ccc(Br)cc3s2)sc2c(O)cc(=O)[nH]c12	-82	-5	-48	-9	23	-2	27	-4
O=C1C(NS(=O)(=O)c2ccc(Br)cc2)=C(N2CCCCC2)C(=O)c2ccccc21	2	-32	64*	2	36	25	0	5
O=C(Nc1ccc(N2CCCC2)cc1)c1cccc(Cl)c1	1	3	30	87*	3	88*	-9	94*
Nn1c(SCC(=O)NCc2ccccc2)nncc1=O	4	-11	7	-2	-4	-17	-7	-5
O=C(Nc1ccc(F)cc1)c1cccnc1Oc1ccccc1	3	5	16	5	0	-10	-7	3

Marked active in SENP7 block (from the list above):
SMILES | SENP1 FRET inh | UBC13 inh | SENP6 block | A3G deaminase | SENP7 block
O=C(Nc1ccc(N2CCCC2)cc1)c1cccc(Cl)c1 | 1 | 3 | 88* | -9 | 94*

Further structures
SMILES	SENP1 FRET inh	UBC13 inh	SENP8 block-1	SENP8 block-2	Apaf-1 inh	SENP6 block	A3G deaminase	SENP7 block
COc1cccc2sc(NC(=O)c3ccc(Br)s3)nc12	0	20	-319	-7	-4	22	-5	14
N#Cc1ccccc1NC(=O)c1ccc2c(Cl)c3c(nc2c1)CCCC3	1	-12	5	-8	12	8	-5	-4
COc1ccc(C2NC(c3ccc(OC)cc3)C(C)C(=O)C2C)cc1 (stereo not drawn)	0	8	2	-1	9	1	-7	-2
Cc1ccccc1NC(=O)NC(C)(C)CC(C)(C)C	2	-4	10	-6	-5	3	-1	3
Cc1ccccc1C(=O)Nc1nnc(S(=O)(=O)N(C)Cc2ccco2)s1	-4	1	-64	10	4	9	2	6
O=C(CN1CCN(S(=O)(=O)c2ccccc2Cl)CC1)NCC1(N2CCOCC2)CCCCC1	1	-5	6	-2	13	-13	-9	10
CCC1CN(C(=O)N2CCC(C(=O)NCc3cc(OC)c(OC)c(OC)c3)CC2)c2ccccc2O1 (stereo not drawn)	-1	-2	6	-2	3	-9	-1	-1
CN(C)C(=O)COC(=O)c1cccc(CN2C(=O)c3ccccc3C2=O)c1	-1	3	-2	1	-2	8	-2	-5
O=C(O)CCC(=O)c1ccc2c(c1)OCCCO2	3	-1	12	-12	-4	1	-7	-1
Cc1nc2ccccc2c2oc(C(=O)NCC3CCCO3)cc12 (stereo not drawn)	-1	-5	8	-7	-7	-14	-2	-7
O=C(O)CSC1=NC(=Nc2cccc(Cl)c2)C2(CCCCC2)N1c1ccccc1	2	0	-2	-1	10	-7	12	-7
COc1cccc(OC)c1C(=O)NNC(=O)c1cccnc1	1	5	14	1	-13	0	-6	5
COc1ccccc1-c1coc2c(CN3CCN(C)CC3)c(O)ccc2c1=O	-2	15	-311	2	9	-1	-6	2
O=C(NCc1ccc2c(c1)OCO2)c1c(-c2ccccc2)sc2ccccc12	0	-5	-16	-14	23	-18	-10	-11
O=C(NCc1cccs1)C1CCCN(S(=O)(=O)c2cccs2)C1 (stereo not drawn)	1	1	14	-5	-1	-1	-5	12
Cc1ccc[n+](CC(=O)Nc2cccc([N+](=O)[O-])c2)c1	-1	-7	28	-6	-17	-1	-5	-2
O=C(COC(=O)Cc1ccc(S(=O)(=O)N2CCOCC2)s1)Nc1ccc2c(c1)OCO2	-13	-2	3	0	1	-10	-1	2
O=C(NCc1ccccn1)c1ccc([N+](=O)[O-])cc1	0	-2	5	2	1	2	-6	0
O=C(Nc1ncccc1O)c1cccc(S(=O)(=O)N2CCCC2)c1	0	1	14	1	-3	-8	-8	3
Cc1cccc(/C=N/NC(=O)Cn2nccc2C)n1	-56	-9	-5	2	-2	-8	-2	11
N=C1/C(=C\c2ccc(-c3cccc(C(=O)O)c3)o2)C(=O)N=C2SC=C(c3ccccc3)N12	-34	-34	-80	46	14	79*	0	-3
CCn1cnc2c1c(=O)n(CC(=O)OC(C)C(N)=O)c(=O)n2Cc1ccccc1 (stereo not drawn)	0	-3	-2	0	-8	-2	-9	2
CC(C)NC(=O)COC(=O)c1ccccc1Oc1ccccc1	0	-3	13	-9	8	-2	-2	-10
Cc1cc(O)cc(=O)n1CCc1ccccc1	-1	-6	9	-3	3	1	0	-3
Cc1ccc(NC(=O)Cn2nc(C)c([N+](=O)[O-])c2C)cc1C	1	3	13	-5	-4	-14	-12	-3
CCOCCCNC(=O)c1cc(Nc2ccc(OC)cc2OC)nc2ccccc12	2	4	16	-5	2	4	-6	4
Cc1ccc(C(=O)CN(C(=O)c2ccc(Cl)c(Cl)c2)N2C(=O)C3CCCCC3C2=O)cc1 (stereo not drawn)	2	-6	13	-7	4	-16	-5	-11
NC(N)=NC1=NC(=O)/C(=C/c2ccccc2-n2cccn2)S1	0	-5	-274	-4	-6	-27	-17	13
CC1CC(=O)c2cnc(Nc3cccc(C(F)(F)F)c3)nc2C1 (stereo not drawn)	-1	3	-289	3	3	-6	-7	2
CCOC(=O)C1CCN(Cc2cc(C(C)C)c(O)c(C(C)C)c2)CC1	2	10	8	3	4	21	-5	-2
CC(NC(=O)NC(=O)c1ccc(Cl)cc1)c1ccccc1 (stereo not drawn)	0	0	15	-5	23	3	-2	-6
O=C(NC1CCCCC1)C(c1cccnc1)N(C(=O)CCl)c1cccc(Cl)c1 (stereo not drawn)	-3	17	14	-12	23	-6	-9	-9
CCOC(=O)c1sc(/N=C/C2=C(O)CC(C)(C)CC2=O)c(C(=O)OCC)c1C	-11	10	-12	0	0	-14	-15	4
COc1cccc(C(=O)Cn2c(N3CCCCC3)nc3c2c(=O)n(C)c(=O)n3C)c1	-10	6	14	-12	3	-9	-5	-2
NS(=O)(=O)c1ccc(CCNC(=O)CSc2nc3ccsc3c(=O)n2CC(=O)O)cc1	2	-2	34	10	-2	-12	-4	3
Cc1c[n+]([O-])n(-c2ccc(C(=O)O)cc2)n1	1	-5	12	-7	-22	5	-4	13
Cc1nc2ccccc2nc1SCC(=O)c1ccccc1	-2	11	21	-11	14	-13	-10	-14
CSc1ccccc1OCc1cc(C(=O)N(C)C(C)c2nc(C)cs2)no1 (stereo not drawn)	1	7	5	2	8	2	0	-4
COc1cc(C(=O)OCC(=O)NC2CCCCC2)cc(OC)c1OC	1	-5	15	-9	7	-15	-4	1
C=CCC1(O)C(=O)N2C(=C1C(=O)N1CCOCC1)c1ccccc1CC2(C)C (stereo not drawn)	0	-14	10	-9	0	9	-8	-12

Ordered by molecular weight (low to high): 6 of the compounds above
SMILES	SENP1 FRET inh	UBC13 inh	SENP8 block-1	SENP8 block-2	Apaf-1 inh	SENP6 block	A3G deaminase	SENP7 block
Cc1c[n+]([O-])n(-c2ccc(C(=O)O)cc2)n1	1	-5	12	-7	-22	5	-4	13
Cc1nc2ccccc2nc1SCC(=O)c1ccccc1	-2	11	21	-11	14	-13	-10	-14
CC(NC(=O)NC(=O)c1ccc(Cl)cc1)c1ccccc1 (stereo not drawn)	0	0	15	-5	23	3	-2	-6
COc1cc(C(=O)OCC(=O)NC2CCCCC2)cc(OC)c1OC	1	-5	15	-9	7	-15	-4	1
CSc1ccccc1OCc1cc(C(=O)N(C)C(C)c2nc(C)cs2)no1 (stereo not drawn)	1	7	5	2	8	2	0	-4
CCOC(=O)c1sc(/N=C/C2=C(O)CC(C)(C)CC2=O)c(C(=O)OCC)c1C	-11	10	-12	0	0	-14	-15	4

Other structures follow:
SMILES	SENP1 FRET inh	UBC13 inh	SENP8 block-1	SENP8 block-2	Apaf-1 inh	SENP6 block	A3G deaminase	SENP7 block
NC(=O)C1CCN(c2nc(-c3ccc4c(c3)OCCO4)cs2)CC1	.	12	.	3	0	-11	-8	-3
CCOc1cc(/C=N\O)cc(Cl)c1OCC	0	2	15	0	8	0	-1	-5
CCCCC1=CC2=CC(=O)C(C)(OC(=O)CC)C(=O)C2=CN1CCCOC(C)C (stereo not drawn)	-82	-38	-190	-5	18	-5	-4	9
Cc1nnc(SCC(=O)NC2CCS(=O)(=O)C2)n1-c1ccccc1 (stereo not drawn)	1	16	16	-2	-16	-19	-10	1
CC(C)CCn1c(=O)c2ccccc2n2c(CN3CCCC3)nnc12	2	-3	11	0	-12	-20	-7	-7
O=C(CN1C(=O)c2ccccc2S1(=O)=O)NCc1cccs1	0	-1	6	5	8	14	1	10
CC(=O)N1CCc2c(sc(NC(=O)Cc3ccc(C)cc3C)c2C#N)C1	-1	1	-6	1	-2	-3	0	4
CCN(CC)C(=O)[C@H]1C[C@H](CC(=O)NCCCOC)C(=O)N2CCc3c([nH]c4cc(CCC(=O)N(C)C)ccc34)[C@]12C	1	.	10	.	6	.	0	8
Cc1cc(OCCCC(=O)Nc2nnc(C3CC3)s2)ccc1Cl	1	-2	18	11	-7	-15	-3	5
CC(=O)Nc1ccc(NC(=O)C2CCCN2S(=O)(=O)c2cccc3nsnc23)cc1 (stereo not drawn)	1	-6	3	0	0	-7	-4	1
Cc1nn(CCc2nn[nH]n2)c2nc(-c3ccc(C4CCCCC4)cc3)cc(C(F)(F)F)c12	1	-20	-429	2	60*	0	-7	-1
CC(Cc1cccs1)NC(=O)CCCn1nnnc1CN1CCOCC1 (stereo not drawn)	0	-11	0	5	-4	0	-6	-8
O=C(C1=C(O)C(=O)N(Cc2ccco2)C1c1cccs1)c1cccs1 (stereo not drawn)	1	-16	-1	-6	2	13	-1	-8
CN(Cc1cccc(F)c1)C(=O)c1ccccc1Sc1ccccc1C#N	1	1	7	-5	23	-15	-10	-7
CCOc1ccccc1Nc1ncnc2ccc(Br)cc12	0	8	-24	-6	14	-9	-13	-5
CCOC(=O)C(C)Sc1nc(-c2ccccc2)nc2ccccc12 (stereo not drawn)	-3	21	-3	-6	11	-16	-4	9
COc1cc(C(C)=O)ccc1OCC(O)Cn1nc(C)c(C(C)=O)c1C (stereo not drawn)	1	-13	-3	9	2	30	-2	4
O=C(COC(=O)Cc1ccccc1[N+](=O)[O-])NCc1ccc(Cl)cc1	1	4	1	-3	4	-6	-6	9
COc1ccc(C(CNC(=O)c2cccc(S(=O)(=O)Nc3ccccc3Cl)c2)N2CCOCC2)cc1 (stereo not drawn)	1	3	-74	6	17	2	-6	-4
CCOC(=O)N1CCN(C(=O)CSc2nnc(CNC(=O)c3ccccc3F)o2)CC1	1	-8	11	-5	0	-2	2	6
COCCOC(=O)c1c(C)n(C)c2ccc(OC(=O)N3CCOCC3)cc12	0	4	0	1	-2	1	3	-1
C=CCNC(=O)CCCOc1cccc(C)c1	-2	6	17	4	-11	-5	-1	0
Cc1ccc(NC(=O)c2csc3c2CCCC3)cc1	0	-5	11	8	10	-10	-4	16
C=CC[C@@H](CC(=O)N(CCO)Cc1ccccc1)C(=O)N[C@H](COC(=O)[C@@H](CC=C)CC(=O)OC(C)(C)C)Cc1c[nH]c2ccccc12	1	17	9	2	21	-3	-5	11
CCN1CCC(NC(=O)Nc2cccc(C(F)(F)F)c2)CC1	0	8	4	0	2	-9	-7	1
COc1ccc(C(=O)NNC2=CC(=O)CC(C)(C)C2)cc1	-22	5	0	2	-17	-7	0	8
Cn1c(CS(=O)Cc2c(Cl)cccc2Cl)nnc1SCc1c(Cl)cccc1Cl (stereo not drawn)	4	9	13	2	8	-9	-4	7
